# PI4K2A inh: inhibitors of human PI4K2A; Q9BTU6; purified PI4K2A, ADP-Glo luminescence, 1 h; stronger effect = lower value; activity change, negative = inhibition, % at 76.9 µM; actives 0.13% (n = 420,000); in the data active = activity change below about -50%; inconclusive = mostly about -30% to -49%;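 also: -100% = wells without enzyme as full effect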
#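 PI4K2A activity was measured by ADP-Glo luminescence: enzyme (4 ug/mL stock) and phosphatidylinositol (1.2 mM stock) in Tris pH 7.5/MgCl2/EGTA/Triton X-100 buffer were reacted with ATP (300 microM stock) for one hour at ambient temperature.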
# LDHA block: blocks human lactate dehydrogenase A; purified LDHA, NADH/diaphorase-resazurin fluorescence; stronger effect = lower value; activity change, % (values are at about 110 or 230 µM); actives 0.15% (n = 480,000); AID 1347041; in the data active = activity change below about -30%; inconclusive = mostly about -25% to -30%;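 also: plate controls were DMSO wells for no effect and wells without enzyme for full effect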
#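 Enzyme activity of human lactate dehydrogenase 5 (2 nM; 0.06 mM NADH, 0.2 mM pyruvate, 5 min, RT) is measured via a resazurin/diaphorase fluorescence readout of residual NADH.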
# Vif-APOBEC3G blk: Vif-A3G binding inhibition; Q9HC16; HeLa A3G-eYFP + Vif (tagged APOBEC3G with the HIV-1 protein that degrades it), YFP fluorescence, overnight; Potency, µM (titrated, usually from 46.1 µM), inactives show at the top dose activity, negative = active, most hits filed as inhibitors; actives 0.076% (n = 410,000); AID 602310;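 also: potency is read from the fitted curve at half-maximal effect; % is scaled to controls: 0 for no effect and ±100 for the full control effect; nearly all actives have a fitted effect of over 60% in size; hits raise eYFP signal because A3G escapes Vif-driven loss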
# Target sequence (Q9HC16 whole entry, looked up): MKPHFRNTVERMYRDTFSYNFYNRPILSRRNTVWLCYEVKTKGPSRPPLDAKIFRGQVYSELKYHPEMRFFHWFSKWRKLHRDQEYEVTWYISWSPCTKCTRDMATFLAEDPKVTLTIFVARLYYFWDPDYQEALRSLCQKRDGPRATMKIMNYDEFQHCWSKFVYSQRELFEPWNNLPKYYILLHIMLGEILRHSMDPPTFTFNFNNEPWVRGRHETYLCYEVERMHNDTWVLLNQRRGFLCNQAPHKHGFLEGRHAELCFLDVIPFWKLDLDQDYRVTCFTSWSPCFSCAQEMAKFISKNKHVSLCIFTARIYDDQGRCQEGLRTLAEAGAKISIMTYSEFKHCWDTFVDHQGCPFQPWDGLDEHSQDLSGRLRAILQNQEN
#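 Read-out is eYFP fluorescence (Ex 488/Em 500-530) from Vif-expressing HeLa A3G-eYFP cells; more signal means A3G escaped Vif-mediated degradation. Cells plated overnight, compound pinned in, incubated overnight at 37 deg C.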
# RXFP1 ag: activates the human relaxin receptor RXFP1; Q9HBX9; HEK293T-RXFP1 cAMP TR-FRET, 30 min; response scale: percent of porcine relaxin response, buffer zero; Potency, µM (highest dose often 57.5 µM), without a hit: top-dose activation, most hits filed as activators; actives 0.3% (n = 370,000); also: potency is read from the fitted curve at half-maximal effect; % is scaled to controls: 0 for no effect and ±100 for the full control effect; nearly all actives have a fitted effect of over 60% in size; many of its hits are not listed in these tables
#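 HEK293 cells stably expressing RXFP1, treated 30 min at 37C with compounds plus PDE4 inhibitor Ro 20174; cAMP measured by HTRF TR-FRET. Normalized to buffer and 29 nM porcine relaxin; EC50 by Hill fit.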
# USP1-UAF1 inh: blocks the human USP1/UAF1 deubiquitinase complex. O94782. recombinant USP1/UAF1, Ub-Rhodamine cleavage fluorescence. Potency, µM (doses to about 57.1 µM), without a hit: top-dose activity change, negative = inhibition, actives largely listed as inhibitors. actives 0.23% (n = 390,000). AID 743255; also: potency is read from the fitted curve at half-maximal effect; % is scaled to controls: 0 for no effect and ±100 for the full control effect; nearly all actives have a fitted effect of over 60% in size; inactives centre near -12
#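 High-throughput fluorogenic screen: 1nM USP1/UAF1 complex, Ub-Rho substrate 150nM final, 50mM HEPES pH 7.8 with 0.5mM EDTA, 0.1 mg/ml BSA, 1mM TCEP and 0.01% Tween-20.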
# GRP78 ERSR act: induces the endoplasmic reticulum stress response in human glioma cells; U87-MG GRP78 promoter luciferase reporter, 16 h; actives 0.02% (n = 420,000); Potency, µM, for the others: top-dose activation, actives largely listed as activators; AID 602332; also: potency is read from the fitted curve at half-maximal effect; series mostly up to about 76 µM; % of control where 0% means no effect; nearly all actives have a fitted effect of over 35% in size
#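 ERSR induction read as luciferase luminescence (Bright-Glo, 10 min at room temperature) in stably transfected human U87-MG glioma cells exposed to compounds for 16 h, using GRP78 as sensor.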
# mIDH1 inhibitor: inhibitors of human mutant IDH1 R132H | IDH1-R132H enzyme, NADPH consumption, diaphorase/resazurin fluorescence | Potency, µM (series often up to 76.6 µM), for inactives: at the highest dose activity change, negative = inhibition, usual class: inhibitors | actives 0.093% (n = 390,000); also: potency is read from the fitted curve at half-maximal effect; % is scaled to controls: 0 for no effect and ±100 for the full control effect; nearly all actives have a fitted effect of over 65% in size
# Target sequence (O75874 whole entry R132H, stated change not applied): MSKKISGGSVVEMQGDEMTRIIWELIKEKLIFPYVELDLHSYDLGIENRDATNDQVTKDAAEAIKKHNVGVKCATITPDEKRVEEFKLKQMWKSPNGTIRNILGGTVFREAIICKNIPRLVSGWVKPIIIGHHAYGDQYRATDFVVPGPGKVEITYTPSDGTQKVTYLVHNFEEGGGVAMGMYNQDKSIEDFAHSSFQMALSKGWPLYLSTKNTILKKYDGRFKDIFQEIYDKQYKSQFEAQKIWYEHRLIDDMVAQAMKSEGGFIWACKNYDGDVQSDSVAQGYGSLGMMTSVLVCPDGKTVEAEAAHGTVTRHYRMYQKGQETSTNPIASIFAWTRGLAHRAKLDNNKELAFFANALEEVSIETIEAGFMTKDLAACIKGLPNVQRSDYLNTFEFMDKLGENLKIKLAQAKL
#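 IDH1-R132H (0.5 ug/mL dispensed) in pH 7.5 Tris buffer was preincubated 30 min with compound, then given a substrate mix of 0.016 mM NADPH and 2 mM alpha-KG for 80 min at room temperature; remaining NADPH was read by diaphorase/resazurin fluorescence.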
# Vif-A3F inh: blocks the Vif interaction with APOBEC3F | HeLa A3F-eYFP + Vif (tagged APOBEC3F with the HIV-1 protein that degrades it), YFP fluorescence increase | Potency, µM (top dose mostly 46.1 µM), without a hit: at the top dose activity, negative = active | actives 0.2% (n = 390,000); also: potency is read from the fitted curve at half-maximal effect; % of control where 0% means no effect; nearly all actives have a fitted effect of over 65% in size
#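 Fluorescence increase (Ex 488/Em 500-530) after overnight compound treatment at 37 deg C flags inhibition of Vif-driven A3F-eYFP loss in stable HeLa A3F-eYFP/Vif cells seeded overnight beforehand.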
# TrxR1 substrate: is turned over as a substrate by rat TrxR1; AID 588456; O89049; Potency, µM (top dose mostly 114 µM), inactives show at the top dose activity change, negative = substrate turnover; purified TrxR1 substrate turnover, NADPH consumption readout; actives 0.01% (n = 390,000); also: potency is read from the fitted curve at half-maximal effect; % is scaled to controls: 0 for no effect and ±100 for the full control effect; nearly all actives have a fitted effect of over 50% in size
#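 Rat TrxR1, dispensed at 90 nM, was prereduced with 400 uM NADPH (final) for 5 min at ~22 deg C, then incubated with compound 15 min before 400 uM selenite. A first-read NADPH fluorescence drop versus no-compound background flagged substrates.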
# * = called active by the depositor; ? = inconclusive; · = no result given; & = joins results of further samples; [ ] = remark or other dose. Unless noted, calls follow the shape of the dose curve; as a rule, active = well fitted curve in the direction sought with a large enough effect; inconclusive = small, poorly fitted or top-dose-only effect, or another doubt; inactive = no such curve, though single readings can be large; an effect the other way counts as inactive or inconclusive.
SMILES,PI4K2A inh,LDHA block,Vif-APOBEC3G blk,RXFP1 ag,USP1-UAF1 inh,GRP78 ERSR act,mIDH1 inhibitor,Vif-A3F inh,TrxR1 substrate
CCOc1ccc(OCC)c(NC(=O)CCc2c(C)nc3c(c2C)c(=O)n(C)c(=O)n3C)c1,0,0,0%,5.9%,-21%,-1%,-12%,-2%,-9%
COc1ccc(-c2nc3ccccc3c(=O)n2CCCN2CCOCC2)cc1,0,-1,0%,5.7%,1%,3%,3%,1%,9%
CCCCN(C=O)c1c(CC)nc2c(OCC(=O)N3CCOCC3)cccn12,2,10,0%,·,·,-3%,·,·,·
N#Cc1ccc(OCC(=O)Nc2cc(S(=O)(=O)N3CCCCC3)ccc2N2CCCCC2)cc1,2,-3,0%,0.6%,-19%,-4%,4%,0%,8%[57.1 µM]
COC(=O)c1nc(NC(=O)c2ccc(Br)cc2)n[nH]1,-2,11&-2,0%,9.0%,-1%,6%,3%,1%,-2%
COCC(C)n1c(SCC(=O)Nc2nccs2)nc2ccccc2c1=O (stereo not drawn),-1,-7,0%,1.5%,-10%,-2%,-1%,8%,-6%
CCc1ccccc1N1C(=O)c2ccccc2S1(=O)=O,-3,-10,-8%,-0.2%,-5%,-4%,8%,1%,-5%
CCc1nc2ccc(C(=O)Nc3ccc(NC(C)=O)cc3)cn2c1N(CCC(C)C)CCN(C)C,4,-2,1%,·,·,-1%,·,·,·
CSCCC(NC(=O)c1ccco1)C(=O)NCC1CCCO1 (stereo not drawn),-8,-1,2%,0.0%,-6%,0%,0%,1%,-2%
O=c1c(S(=O)(=O)c2ccccc2)cn(Cc2ccccc2)c2cc(N3CCCC3)c(F)cc12,0,3,1%,6.3%,2%,-2%,3%,2%,-2%
Cc1ccc(C)c(N2CCN(C(=O)c3ccc4c(=O)n(CCc5ccccc5)c(=O)[nH]c4c3)CC2)c1,0,-17,-1%,-0.5%,-30%,-2%,-10%,-24%,12%[2.29 µM]
O=C(Nc1ccc([N+](=O)[O-])cc1)C1CC1(c1ccccc1)c1ccccc1 (stereo not drawn),-10,-8,-6%,-0.5%,-4%,-5%,7%,-3%,2%
O=C1CC(N2CCSCC2)C(=O)N1c1ccc(Br)cc1 (stereo not drawn),-10,-2,2%,3.1%,-15%,6%,-4%,7%,-1%
Cc1ccc(S(=O)(=O)CCSc2n[nH]c(=O)n2-c2ccccc2)cc1,-5,-7,-1%,0.1%,-10%,-2%,11%,-2%,6%[57.1 µM]
CCC(C)NC(=O)Cn1cc(S(=O)(=O)N2CCN(c3ccccc3F)CC2)c2ccccc2c1=O (stereo not drawn),3,-4,1%,3.3%,-7%,-3%,0%,3%,-3%
COC(=O)c1onc(-c2ccccc2)c1C(=O)OC,-2,-6,0%,0.6%,-16%,-2%,7%,5%,1%
COc1ccc2nc(SCc3ccccc3)nc(C)c2c1,9,5,1%,2.5%,-11%,-2%,8%,-1%,8%[57.1 µM]
CCc1cccc(NC(=S)N(CCOC)C2CCN(C(C)=O)CC2)c1,0,-4,2%,0.1%,-1%,-4%,5%,-11%,2%[57.1 µM]
O=C(O/N=C1\CCCCC1c1ccc([N+](=O)[O-])cc1[N+](=O)[O-])c1c(F)cccc1F (stereo not drawn),-8,10,0%,2.5%,-26%,-2%,-1%,-7%,-3%
Cc1ccccc1OCC(=O)Nc1ccc2c(c1)C(=O)c1ccccc1C2=O,-2,-2,0%,3.3%,-6%,8%,-5%,-1%,-4%
Cc1cccc(N(CC(=O)N2CCOCC2)S(C)(=O)=O)c1C,2,-3,-3%,1.5%,-17%,-3%,6%,-5%,-4%
O=c1c2cc(F)ccc2sn1-c1ccccc1Cl,-5,-43*,-12%,·,-21%,-1%,0%,-11%,·
Cc1cc(C)c(OCC(=O)Nc2ccccc2N2CCOCC2)c(C)c1,0,9,-2%,1.1%,-13%,-3%,-2%,-17%,-10%
O=C1C=CC(=O)N1Cc1ccccn1,-13,0,2%,·,-4%,-3%,1%,0%,5%
CCc1cccc(NC(=O)C2CCC(CNS(=O)(=O)c3ccc4c(c3)CCCC(=O)N4)CC2)c1 (stereo not drawn),-1,-4,4%,-0.3%,-25%,-3%,0%,0%,-3%[57.1 µM]
COc1ccccc1NC(=O)c1ccccc1-c1ccccc1C(=O)O,2,-4,-5%,2.1%,-11%,-3%,-4%,-6%,5%[57.1 µM]
Cc1cc(C(F)(F)F)nc2c(Cl)c(C(C)(C)C)nn12,4,-5,0%,-0.1%,?,-5%,25%,1%,13%[57.1 µM]
Cc1ccsc1C=Nc1c(C)n(C)n(-c2ccccc2)c1=O,0,-4,4%,0.9%,8%,-5%,-3%,-11%,-9%
CC1(Cc2ccc3c(c2)OCO3)C(=O)Nc2c(Cl)ccc(Cl)c21 (stereo not drawn),0,0,-2%,·,·,4%,·,·,·
Cc1cccc(NC(=O)COC(=O)CN2CCCCCC2=O)c1C,1,-5,-1%,·,1%,-4%,9%,-19%,9%[57.1 µM]
Cc1cccc(C(=O)N[C@H](C(=O)Nc2cc(S(=O)(=O)N3CCCCC3)ccc2C)C(C)C)c1,10,-8,-4%,0.4%,-7%,-4%,3%,2%,-5%
O=C(NC(=S)Nc1ccc(NC(=O)c2cccs2)cc1)c1cc2ccccc2o1,-2,-2,-16%,5.7%,1%,-3%,-1%,2%,-14%
Cc1c(C(=O)Nc2nccs2)sc2nc(-c3cccs3)cc(C(F)(F)F)c12,1,0,0%,3.2%,-11%,-3%,0%,-13%,10%
O=C(CCN1C(=O)/C(=C/c2ccccc2)SC1=S)NNC(=O)c1cccnc1,0,-3,0%,-0.3%,-6%,1%,1%,-1%,-16%
Cn1nnnc1SCC(=O)Nc1cc(C(F)(F)F)ccc1N1CCOCC1,0,-7,2%,0.6%,-20%,-4%,7%,15%,1%
COc1ccc(S(=O)(=O)NCCCN2CCOCC2)cc1F,2,-10,1%,2.9%,-11%,4%,3%,1%,-12%
CC(C)N(Cc1nccn1C)C(=O)CC1C(=O)NCCN1Cc1ccc(F)cc1 (stereo not drawn),2,0,2%,0.4%,-20%,-3%,-3%,-13%,-6%
O=C(O)COCC(=O)N1CCN(C(c2ccccc2)c2ccccc2)CC1,-2,-8,-4%,0.7%,-9%,-5%,3%,5%,17%[57.1 µM]
CSc1nc2n(n1)C(c1cccc(F)c1)C(C(=O)Nc1ccc(C)cc1C)=C(C)N2 (stereo not drawn),-3,-8,2%,1.2%,-17%,-7%,2%,1%,4%
O=C(Nc1nc2c(F)c(F)c(F)cc2s1)c1ccco1,-2,1,3%,3.1%,-10%,1%,2%,-5%,6%
CCCNC(=O)Cn1c(=O)cnc2ccccc21,-6,-1,0%,0.9%,4%,-1%,3%,-1%,8%
O=C(CCCc1nc2ccccc2s1)NCc1cccnc1,5,-3,-7%,0.9%,-14%,-6%,7%,0%,0%[57.1 µM]
Cc1cccc(C)c1NC(=O)c1cc2c(=O)c3ccccc3oc2nc1C(F)(F)F,4,-2,-5%,-0.7%,-5%,1%,3%,-17%,5%[57.1 µM]
Cc1oc(-c2ccccc2F)nc1CN1CCC(C(=O)NCCc2ccccc2)CC1,5,-7,0%,0.8%,-18%,-1%,-7%,-2%,-1%
O=C(Nc1c(C(=O)N2CCN(c3ccccc3F)CC2)oc2ccccc12)c1ccc(Br)o1,4,-8,7%,-3.2%,-2%,-4%,-16%,7%,-9%
CS(=O)(=O)CCC(C(=O)N1CCOCC1)N1C(=O)c2cc(Cl)c(Cl)cc2C1=O (stereo not drawn),-1,-2,0%,-2.8%,-7%,-4%,2%,4%,-8%
Cc1cc(C)c(C#N)c(Oc2ccccc2)n1,-8,-3,1%,1.9%,-17%,-2%,-3%,6%,0%[57.1 µM]
O=C(NCCC(=O)N1CCN(S(=O)(=O)c2ccccc2Cl)CC1)Nc1ccccc1,-2,0,-10%,0.2%,-8%,-2%,-10%,1%,-1%
COc1ccc(CNC(=O)Cc2nn(C)c(=O)c3ccccc23)cc1,-2,-5,0%,2.1%,-6%,-5%,2%,-3%,0%[57.1 µM]
Cc1ccc(NC(=O)C2CCCN(S(=O)(=O)c3cccs3)C2)cc1 (stereo not drawn),5,-9,2%,1.5%,-9%,-2%,-1%,2%,-11%
CCn1cc(C(=O)NCCCN2CCCC(C)C2)c(=O)c2cc(S(=O)(=O)N3CCc4ccccc4C3)ccc21 (stereo not drawn),2,2,-5%,1.0%,-23%,-3%,7%,?,0%
CCOC(=O)c1ccc(-c2ccc(C(=O)Nc3cccnc3)o2)cc1,2,2,?,0.8%,-21%,-2%,2%,-5%,9%[57.1 µM]

# Compound profiles (already shown). Order of screens: PI4K2A inh	LDHA block	Vif-APOBEC3G blk	RXFP1 ag	USP1-UAF1 inh	GRP78 ERSR act	mIDH1 inhibitor	Vif-A3F inh	TrxR1 substrate
# Record of O=C(CCCc1nc2ccccc2s1)NCc1cccnc1 = 5	-3	-7%	0.9%	-14%	-6%	7%	0%	0%[57.1 µM]
# Record of Cc1cccc(C)c1NC(=O)c1cc2c(=O)c3ccccc3oc2nc1C(F)(F)F = 4	-2	-5%	-0.7%	-5%	1%	3%	-17%	5%[57.1 µM]

# Bioassay records deposited in PubChem BioAssay by National Center for Advancing Translational Sciences (NCATS).

# A portion of the library (hit frequency here may not be typical).
